NR5A2 inv ag: NR5A2 inverse agonism in reporter assay | 360,000 compounds, 0.13% hits | AID 602396 | HEK293T StAR-luciferase reporter, LRH-1 transfected, 24 h | O00482 | inhibition, % at 3.6 µM;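 active means inhibition above the mean inhibition of all tested compounds plus 3 SD, cut at about 73% in these data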;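 further: 0% = DMSO wells and 100% = reporter-only cells lacking LRH-1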
Vif inh: HIV Vif inhibition; inhibition, % at 7.49 µM; 340,000 compounds, 0.35% hits; HEK293T cells, Vif self-association by quenched fluorescence, imaging, 24 h; AID 602346; in the data active means inhibition above about 50%, passing the limit was not always enough; further: some results filed as inactive read as strong as hits
COUP-TFII inh: blocks human COUP-TFII nuclear receptor; P24468; HEK293T NGFI-A luciferase reporter, luminescence; inhibition, % at 8.6 µM; 370,000 compounds, 0.7% hits;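 active means inhibition above a per-plate cutoff, mean inhibition of test wells between control levels plus 3 SD, cut at about 38% in these data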;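 further: cells cotransfected with COUP-TFII expression vector driving the NGFI-A reporter; 0% = median of COUP-TF2 test wells and 100% = reporter-only cells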
SRC2 inh: human SRC2 (NCOA2) inhibition. Q15596. HEK293 GAL4-SRC2 luciferase reporter, luminescence. inhibition, % at 9 µM. 370,000 compounds, 0.17% hits. AID 651957;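 active means inhibition above the mean inhibition of all tested compounds plus 3 SD, set per campaign, cut at about 52% in these data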;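 further: 0% = DMSO treated cells and 100% = cells given Gossypol at 36 µM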
C8 TRAIL sens: caspase-8 TRAIL sensitization | NB7+C8 cells + TRAIL, ATPlite viability luminescence | inhibition (viability loss, TRAIL sensitization), % at 10 µM | 360,000 compounds, 1% hits | AID 624354;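 active means compounds causing at least 50% loss of cell viability in the single-dose screen, relative to plate controls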
LMP1 NFkB inh: inhibitors of Epstein-Barr LMP1-induced NF-kappaB reporter | LMP1-induced NF-kappaB luciferase reporter cells, luminescence | 350,000 compounds, 0.69% hits | inhibition, % at 12.5 µM; in the data active means inhibition above about 41%;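 further: 0% = neutral control wells and 100% = reference inhibitor control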
NOD2 RIPK2 PPI: NOD2-RIPK2 protein interaction inhibition | O43353 | inhibition, % at 4.98 µM | AID 624267 | 360,000 compounds, 0.38% hits | CHO BLA complementation NOD2-RIPK2, CCF4 ratio; in the data active means inhibition above about 21%;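 further: 0% = vehicle only and 100% = reference blocker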
TROY NFkB inh: TROY signaling inhibition. AID 1347056. inhibition, % at 10 µM. Q293 LMP1-TROYcd NF-kB luciferase reporter, 4 h. 360,000 compounds, 0.98% hits;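 active means compounds whose plate-normalised and pattern-corrected inhibition of the luciferase reporter signal at the single screening dose is 50% or more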
NCOA1 inh: inhibits human SRC1 coactivator; 360,000 compounds, 0.12% hits; inhibition, % at 3.6 µM; Q15788; AID 588354; HEK293 GAL4-SRC1 luciferase reporter, luminescence;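 active means inhibition above the campaign mean plus 3 SD, with each screening campaign given its own cutoff, cut at about 60% in these data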;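 further: 0% = DMSO treated cells and 100% = gossypol at 36 µM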
TLR9-MyD88 block: blocks human TLR9 binding to MyD88. CHO BLA complementation TLR9-MyD88, CCF4 FRET ratio. inhibition, % at 4.98 µM. 340,000 compounds, 0.21% hits;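 active means inhibition above the mean over all tested compounds plus 3 SD, cut at about 21% in these data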;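 further: 0% = DMSO only wells and 100% = clavulanate BLA inhibitor control wells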
SRC3 inh: inhibits human SRC3 coactivator; Q9Y6Q9; inhibition, % at 3.6 µM; 360,000 compounds, 0.17% hits; HEK293 GAL4-SRC3 luciferase reporter, luminescence;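 active means inhibition above a per-campaign cutoff, the mean of all compounds plus 3 SD, cut at about 60% in these data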;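 further: 0% = DMSO-treated cells and 100% = gossypol-treated cells at 36 µM; higher means less SRC3-driven luciferase light from the GAL4 reporter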
Numbers without * were called inactive; · = not tested or not shown.

SMILES	COUP-TFII inh	NCOA1 inh	SRC3 inh	C8 TRAIL sens	Vif inh	LMP1 NFkB inh	NR5A2 inv ag	TROY NFkB inh	TLR9-MyD88 block	NOD2 RIPK2 PPI	SRC2 inh
O=C(CN1CCN(C(=O)c2ccco2)CC1)Nc1cc(S(=O)(=O)N2CCCC2)ccc1Cl	5	-3	6	9	·	-9	9	-9	-5	-6	-10
CC(=O)Nc1ccc(S(=O)(=O)Oc2cccc(N3C(=O)C4CC=CCC4C3=O)c2)cc1 (centres undefined)	12	3	-9	-2	0	3	17	12	-1	0	-16
O=C(Nc1ccccc1N1CCCCC1)C1CCN(S(=O)(=O)c2cccc(C(F)(F)F)c2)CC1	12	-3	5	15	-5	2	25	-2	-5	9	-14
CCN1CCc2c(C#N)c(N3CCOCC3)nc(NCCO)c2C1	8	7	18	-6	-3	3	16	0	0	-8	2
COc1ccc(-c2cc(C(=O)N3CCN(C(c4ccccc4)c4ccccc4)CC3)no2)cc1OC	-4	-8	4	7	·	6	7	1	-4	10	-16
COc1ccc(NC(=O)N(C)C[C@H]2Oc3cc(Br)ccc3S(=O)(=O)N([C@H](C)CO)C[C@@H]2C)cc1	10	3	12	1	-8	15	-5	4	-2	1	-2
O=C(NC1CCCCC1)C(c1ccncc1)N(C(=O)Cc1cccs1)c1ccccc1 (centres undefined)	-6	-28	2	-6	4	2	-17	-2	-17	-8	-9
Cc1[nH]n(-c2ccccc2)c(=O)c1C(C[N+](=O)[O-])c1ccc(F)cc1 (centres undefined)	0	-4	-18	19	-3	11	23	5	-1	-5	-2
O=C(Nc1ccc2c(c1)OCO2)c1c[nH]c(=O)n(-c2ccc(F)cc2)c1=O	2	-27	-24	-4	0	-1	-7	-28	6	-14	-13
CC(C)N=C1NN=C(c2cccs2)C(CC(=O)O)S1 (centres undefined)	3	0	-1	4	11	2	15	-27	7	-6	8
CCCCCOC(=O)Cn1c(=O)oc2ccccc21	2	3	-2	-16	-2	3	15	-35	5	-2	-9
CCn1c(SCC(=O)NC2CCCCC2)nc2c(c1=O)SC(C)C2 (centres undefined)	4	-4	4	6	4	0	21	3	-11	-9	-3

The results go on.
SMILES	COUP-TFII inh	NCOA1 inh	SRC3 inh	C8 TRAIL sens	Vif inh	LMP1 NFkB inh	NR5A2 inv ag	TROY NFkB inh	TLR9-MyD88 block	NOD2 RIPK2 PPI	SRC2 inh
CSc1nc(N)c(C(=O)Nc2ccc([N+](=O)[O-])cc2)s1	-30	-42	-28	-1	0	-8	-21	-48	6	0	-32
CCCOc1ccc(N2C(=O)CC(N(CCc3ccc(OC)c(OC)c3)C(=O)c3ccccc3)C2=O)cc1 (centres undefined)	7	-9	10	10	2	6	-6	1	4	-1	-41
CNc1cc(-c2cccc(C(=O)N3CCOCC3)c2)ncn1	6	6	-9	3	-8	·	-20	-5	·	-15	11
CN(C)c1ccc(C=NCCC2(c3ccccc3)CCOC(C)(C)C2)cc1 (centres undefined)	5	7	10	13	-2	2	2	-6	-1	-3	0
O=C(CC1SC(=Nc2ccccc2)N(Cc2ccccn2)C1=O)Nc1ccc(Br)cc1 (centres undefined)	-12	-27	-25	3	2	-7	-30	1	-9	-14	7
C=CCSc1nc2nc(C)cc(C)n2n1	3	-8	-12	-1	6	-10	-5	-10	-4	-11	-4
C=CCn1c(-c2ccccc2[N+](=O)[O-])n[nH]c1=S	-22	-22	7	2	2	-1	-3	-12	-6	7	-38
NC(=O)CCCn1c(C(=O)c2ccc(Cl)cc2)c2ccc(C(F)(F)F)cc2[n+]1[O-]	-2	-37	0	-3	-5	-11	12	8	0	-9	-22
CCn1c(SCc2ccc([N+](=O)[O-])cc2)nnc1C(C)NC(=O)c1ccccc1Br (centres undefined)	23	9	4	-14	9	0	10	6	3	-6	-32
Cc1ccc2cc(CN(CC3CCCO3)S(=O)(=O)c3ccc4c(c3)OCCO4)c(=O)[nH]c2c1C (centres undefined)	5	-12	9	-6	-8	7	0	-41	-6	1	-11
COc1ccc(NC(=O)COc2ccc(C)nc2[N+](=O)[O-])cc1S(N)(=O)=O	26	1	-14	14	3	1	7	-19	-7	-10	-12
COc1ccc([C@H]2CC(=O)C=C(c3ccc(OC)c(OC)c3)C2)cc1	-6	-34	-10	0	4	1	-14	-15	4	6	6

More structures:
SMILES	COUP-TFII inh	NCOA1 inh	SRC3 inh	C8 TRAIL sens	Vif inh	LMP1 NFkB inh	NR5A2 inv ag	TROY NFkB inh	TLR9-MyD88 block	NOD2 RIPK2 PPI	SRC2 inh
CS(=O)(=O)c1ccc2nc(NC(=O)c3cccc(Cl)c3)sc2c1	-13	-9	-37	10	2	-7	-15	-30	-10	-3	-37
CCOC(=O)COc1ccc(S(=O)(=O)N2CCN(c3ccccc3F)CC2)cc1	-16	14	19	-10	4	4	12	6	4	-7	5
CCCn1c(/C=C/c2ccccc2)nc2ccccc21	-44	-158	-54	53*	-7	-69	-166	-52	-3	0	-52
COc1ccccc1-n1c(C)c2c(OC)cccc(=O)c2c1C	-3	-18	-2	2	1	0	3	-1	-5	-6	-12
N/C(=N\OC(=O)CSc1ccccc1)c1cccc([N+](=O)[O-])c1	-22	-43	-40	-1	10	-11	-45	-190	2	-4	-64
O=C(Nc1ccccc1)NC1(C(=O)NCCCN2CCOCC2)CCCCC1	6	5	22	-2	-4	-15	-6	5	0	-7	-10
NC(=O)N/N=C\c1cccs1	17	11	2	1	·	3	6	2	·	-1	-5
COc1ccccc1C(=O)Nc1nc2cc3c(cc2s1)OCO3	-17	-94	-79	22	·	-21	-61	-95	-25	-7	-35
CC(C(=O)OCC(=O)N1CCCCC1)N1C(=O)c2ccccc2C1=O (centres undefined)	24	8	14	-6	5	6	-14	-9	-4	-8	0
CC(OC(=O)c1cccc(-n2cnnn2)c1)C(=O)Nc1ccc(F)cc1Cl (centres undefined)	-3	-5	15	6	16	-1	6	-8	-1	-8	15
COC(=O)c1ccc(C2/C(=C(\O)c3ccc4c(c3)OCCO4)C(=O)C(=O)N2CCCN(C)C)cc1 (centres undefined)	-4	-13	5	-16	2	1	-2	-6	2	3	-6
COC(=O)COc1ccc(S(=O)(=O)Nc2ccc(C(N)=O)cc2)cc1Cl	-5	-20	1	-1	-9	-9	8	-3	3	1	-9

Following part.
SMILES	COUP-TFII inh	NCOA1 inh	SRC3 inh	C8 TRAIL sens	Vif inh	LMP1 NFkB inh	NR5A2 inv ag	TROY NFkB inh	TLR9-MyD88 block	NOD2 RIPK2 PPI	SRC2 inh
CCc1cccc(CC)c1NC(=O)CO/N=C(\C)c1cccs1	-1	9	3	0	3	6	-22	-3	-3	-6	-10
CC(=O)Nc1ccc2nc(NC(=O)C(Cl)(Cl)Cl)sc2c1	-1	2	-9	11	-5	-12	0	-15	-10	-5	-18
Cc1ccc(C)c(OCC(=O)Nc2cc(C(=O)O)cc(C(=O)O)c2)c1	4	-11	1	4	7	-6	2	-29	-5	2	9
Cc1nnc(SCC(=O)NC2CC2)n1CC1CCCO1 (centres undefined)	12	3	-18	3	5	-4	-2	5	-4	-3	-8
CN1CCN(c2nc(-c3ccccc3)c3cc(Cl)ccc3n2)CC1	-3	11	10	-7	13	-17	-5	-26	-15	8	19
CC(C)(C)OC(=O)NCCCCCNC(=O)c1nc[nH]c1C(=O)N1CCN(c2ccccc2)CC1	8	-1	2	1	-1	-2	11	9	-9	1	-22
O=C(/C=C/c1ccc(F)cc1)OCC(=O)c1ccc[nH]1	0	-5	-10	1	5	1	13	-49	7	-4	-8
O=C(NN1C(=O)c2ccccc2NC1c1ccccn1)c1ccc([N+](=O)[O-])cc1 (centres undefined)	7	5	-10	-2	-1	-23	-3	4	3	0	5
COC(=O)c1cccc(NC(=O)Cc2ccccc2[N+](=O)[O-])c1C	-21	-6	5	-11	2	0	9	-17	-2	4	4
CCn1c(SCC(=O)Nc2ccc(N3CCOCC3)c(Cl)c2)nnc1-c1ccc(N)cc1	-4	-36	-3	31	-11	12	0	1	2	-2	6
CC(=O)c1cccc(N2C(=NC(=O)C(C)C)SC3CS(=O)(=O)CC32)c1 (centres undefined)	7	-8	-2	-8	20	1	-6	-6	-7	-9	-29
CSC1=NCCN1C(=O)c1ccc(C)cc1	6	-18	13	9	2	-1	10	13	-9	-4	-1

Going on with the list:
SMILES	COUP-TFII inh	NCOA1 inh	SRC3 inh	C8 TRAIL sens	Vif inh	LMP1 NFkB inh	NR5A2 inv ag	TROY NFkB inh	TLR9-MyD88 block	NOD2 RIPK2 PPI	SRC2 inh
COc1ccc(CCC(=O)NCc2ccccc2Cl)cc1OC	18	1	7	11	-9	5	1	0	9	-4	-4
COc1ccc(NC(=O)CSc2nc(C)cs2)c([N+](=O)[O-])c1	-23	-22	11	17	5	-2	-10	-11	-9	-12	-12
O=C1CCSc2ccc(Cl)cc2N1Cc1ccccc1	3	4	20	-7	17	3	11	6	4	3	-46
Cc1nc2ccccc2c2oc(C(=O)N3CCC(N4CCCCC4)CC3)cc12	·	9	6	-16	·	-43	-79	-1	-4	1	·
CC1(C(=O)Nc2ccc3c(c2)OCCO3)CN(S(C)(=O)=O)CC(=O)N1CCCn1ccnc1 (centres undefined)	10	·	·	-4	·	·	32	·	·	4	-3
CCn1cc(CNc2nc3nonc3nc2N2CCCCC2)cn1	4	12	16	0	7	-2	1	0	-3	-2	9
Cc1ccc(NC(=O)CCCCCNS(=O)(=O)c2ccc(C)cc2)cc1	0	-7	12	-8	6	-4	6	-14	5	3	-27
COc1ccc(/C=C/C(=O)c2ccc(Cl)s2)cc1O	-46	-49	-11	3	8	-2	-11	-85	9	6	-60
CC(=Nc1cc(C(=O)c2ccccc2)ccc1N)C1=C(O)CC(C)(C)CC1=O	-35	-35	-27	-6	-5	-12	-54	-29	2	-4	-10

Bioassay records from PubChem.

This is a subset, so the mix of outcomes need not match the whole.
